CHRM4 agonist = agonists of human muscarinic M4 receptor (CHRM4) | 360,000 compounds, 0.14% hits | activation, % at 3 µM | P08173 | CHO-K1 hM4/Gqi5, Fluo-8 calcium fluorescence; vehicle 0%, full acetylcholine response 100%;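 active = activation above the run mean over all test wells plus 3 SD, cut at about 32% in these data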;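 note: peak over basal fluorescence ratio per well then scaled between controls; 0% = DMSO wells and 100% = acetylcholine at EC100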
CHO parental Ca = counter-screen: ATP calcium response change in parental CHO cells. 330,000 compounds, 0.63% hits. inhibition, % at 5.6 µM. parental CHO-K1, ATP-induced calcium, Fluo-8 fluorescence;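 active = inhibition above that plate's mean sample inhibition plus 3 SD, cut at about 26% in these data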;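 note: 0% = ATP-challenged DMSO wells and 100% = DMSO wells without ATP; some compounds past the cut are filed as inactive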
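test system = CHO parental line | reagent = ATP stimulus | measured by = intracellular calcium via Fluo-8 no-wash fluorescent dye | control set = ATP and no-ATP DMSO wells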
OXTR potentiate = potentiates the human oxytocin receptor response | P30559 | CHO-OTR cells, Fluo-8 calcium fluorescence, potentiator mode; 0% = oxytocin EC15, 100% = EC100 | activation, % at 3 µM | 320,000 compounds, 0.061% hits | AID 2445;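 active = activation above that plate's cutoff, the mean activation of tested compounds plus 3 SD, cut at about 6.6% in these data, passing the limit was not always enough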;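 note: 100% uses oxytocin at 75 nM as the full agonist control; some results filed as inactive read as strong as hits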
Target sequence (P30559 whole entry, looked up): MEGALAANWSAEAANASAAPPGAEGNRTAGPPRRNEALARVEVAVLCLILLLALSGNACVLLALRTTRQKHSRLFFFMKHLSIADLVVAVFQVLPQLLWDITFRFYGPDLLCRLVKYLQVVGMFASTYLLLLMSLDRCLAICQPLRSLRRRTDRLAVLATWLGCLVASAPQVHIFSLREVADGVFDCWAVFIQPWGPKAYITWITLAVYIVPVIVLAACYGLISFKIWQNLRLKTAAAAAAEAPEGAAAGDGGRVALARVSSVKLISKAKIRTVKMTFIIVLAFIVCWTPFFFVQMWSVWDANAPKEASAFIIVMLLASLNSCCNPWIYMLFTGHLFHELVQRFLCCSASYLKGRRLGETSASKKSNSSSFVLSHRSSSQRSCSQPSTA
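Assay system: CHO cell line stably expressing human OTR. Reagent: EC15 oxytocin agonist. Dosing: single dose, 3.0 µM nominal final compound concentration. Timing: compound 6 min at room temperature before oxytocin, 100 s read. Signal: kinetic Fluo-8 calcium fluorescence. Controls: oxytocin EC15 low and EC100 high.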
CHO-K1 Ca ag = counter-screen for M1 agonists: effect in parental CHO-K1 cells. activation, % at 3 µM. Fluo-8 calcium fluorescence; scaled to maximal ATP response, vehicle zero. 360,000 compounds, 0.48% hits; in the data active = activation above about 15%;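 note: untransfected CHO-K1 host cells lacking M1 receptor as counterscreen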
CHO-K1 Ca antag = counter-screen for M1 antagonists: effect in parental CHO-K1 cells | ATP-induced calcium, Fluo-8 fluorescence | inhibition, % at 3 µM | 360,000 compounds, 0.6% hits;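 active = inhibition above a per-plate cutoff, the plate's mean sample inhibition plus 3 SD, cut at about 24% in these data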;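 note: 0% = DMSO plus EC80 ATP and 100% = DMSO alone without ATP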
M1 PAM = potentiates human M1 receptor response to acetylcholine | P11229 | CHO-K1 hM1, Fluo-8 calcium fluorescence, ACh EC20; 0% = ACh EC20, 100% = maximal ACh | activation, % at 3 µM | 360,000 compounds, 0.088% hits | AID 588819; in the data active = activation above about 19%, passing the limit was not always enough
Target sequence (P11229 whole entry, looked up): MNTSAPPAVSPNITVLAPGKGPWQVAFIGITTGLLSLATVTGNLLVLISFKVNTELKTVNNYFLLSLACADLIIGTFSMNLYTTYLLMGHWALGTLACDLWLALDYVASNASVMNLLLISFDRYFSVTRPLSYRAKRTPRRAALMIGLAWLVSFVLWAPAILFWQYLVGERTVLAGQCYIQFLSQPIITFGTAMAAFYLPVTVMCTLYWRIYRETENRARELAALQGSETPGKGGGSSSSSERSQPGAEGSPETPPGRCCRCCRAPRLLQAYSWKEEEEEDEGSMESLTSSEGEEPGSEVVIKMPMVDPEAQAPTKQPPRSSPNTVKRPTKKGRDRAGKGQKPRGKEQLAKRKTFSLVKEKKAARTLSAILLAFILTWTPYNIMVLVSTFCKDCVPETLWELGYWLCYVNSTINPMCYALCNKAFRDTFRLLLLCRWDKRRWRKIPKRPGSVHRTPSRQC
M1 antag = blocks human M1 muscarinic receptor | P11229 | 360,000 compounds, 1.3% hits | inhibition, % at 3 µM | CHO-K1 hM1, Fluo-8 calcium fluorescence, ACh EC80 antagonist;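 active = percent inhibition above its own plate's cutoff, namely the mean of that plate's compound wells plus 3 SD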;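 note: peak over basal fluorescence ratio during 140 s after agonist addition; 0% = ACh EC80 plus DMSO and 100% = DMSO alone without agonist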
CHRM4 antagonist = antagonists of human muscarinic M4 receptor (CHRM4); 360,000 compounds, 0.73% hits; P08173; CHO-hM4 cells, ACh EC80, Fluo-8 calcium fluorescence; inhibition, % at 3 µM;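 active = inhibition above its plate's cutoff, the mean inhibition of sample wells plus 3 SD, cut at about 27% in these data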;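 note: 0% = acetylcholine EC80 with DMSO and 100% = DMSO without agonist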
CHRM1 agonist = human M1 muscarinic receptor agonism | AID 588814 | 360,000 compounds, 0.33% hits | CHO-K1 hM1, Fluo-8 calcium fluorescence, agonist mode; 0% DMSO, 100% acetylcholine EC100 | activation, % at 3 µM;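 active = activation above the run's mean compound activation plus 3 SD, cut at about 16% in these data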;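 note: peak over basal fluorescence ratio within a 140 s kinetic read after compound addition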
The depositor's hits bear a star; nt = no result given. This is a random part of the collection, and some 2.9% of all compounds hit somewhere here.

SMILES	CHRM4 agonist	CHO parental Ca	OXTR potentiate	CHO-K1 Ca ag	CHO-K1 Ca antag	M1 PAM	M1 antag	CHRM4 antagonist	CHRM1 agonist
O=C(NNC(=O)c1cccc(S(=O)(=O)Nc2ccc(Cl)cc2)c1)c1ccc(=O)[nH]c1	1	-8	-8	-0.3	-18	13	-14	-3	-3
COc1ccc(-c2nc(SCC(=O)N3CCCC3)n[nH]2)cc1	1	-7	5	-0.1	-6	11	-7	-18	-2
CCOc1ccccc1-c1nnc(CS(=O)(=O)c2ccccc2)o1	4	-5	-4	1.1	12	18	-12	11	7
COc1ccc(Cc2nc3ccc(C(=O)N(C)Cc4nccs4)cc3o2)cc1OC	4	0	-13	11	-20	-7	8	7	4
Cc1ccc(S(=O)(=O)NC(=O)C2(C)CCN2C(=O)Cc2cccs2)cc1 (stereo not given)	1	nt	nt	1.4	-8	9	-11	-13	-1
CC(=O)c1cccc(NC(=O)N2CCCC2C(=O)NCc2ccc(F)cc2)c1 (stereo not given)	1	-14	-2	-0.1	1	2	-1	-5	-2
COc1ccc(S(=O)(=O)N2CCN(C(=O)c3ccccc3Cc3ccccc3)CC2)cc1OC	0	nt	nt	0.0	-9	-4	-6	0	-3
CCOc1ccc(CN2CCNC(=O)C2CC(=O)N(C)CC2CCOCC2)cc1 (stereo not given)	1	-5	-5	-0.1	-2	12	-9	-5	0
Cc1cc(C(=O)NNC(=O)[C@H](C)NC(=O)c2ccc(Br)cc2)c(C)o1	2	-11	1	-0.8	-14	23	-17	0	2
COc1ccc(CC(=O)Nc2nccs2)cc1S(=O)(=O)N1CCOCC1	1	-11	0	0.3	-14	8	-7	-8	-2
COc1ccc(NC(=O)NC(C)(C(F)(F)F)C(F)(F)F)cc1	0	-5	-7	0.3	-2	-2	-32	-10	2
COc1ccc(-c2[nH]ncc2CN2CCC(N3CCSCC3)CC2)c(F)c1	1	-10	-2	-0.1	-3	7	-14	10	-14
O=C(COc1ccc([N+](=O)[O-])cc1)Nc1ccc(C(=O)Nc2ccccc2C(=O)O)cc1	-1	-1	-1	-0.2	-7	3	7	1	1
O=C(O)c1ccc2c(=O)n3c(nc2c1)/C(=C/c1ccc(Cl)cc1Cl)CC3	0	-3	-10	-0.3	-11	10	-10	10	2
CCNc1nc(OCCNS(=O)(=O)c2cc(C)ccc2C)nc(N(C)C)n1	1	-3	-8	0.2	8	-2	8	4	0
O=C(COC(=O)c1ccccc1OCc1ccccc1Cl)NC1CC1	3	-15	-6	0.7	-10	2	5	7	-6
O=C(CO/N=C1\CCCc2nonc21)Nc1ccc(Br)cc1	2	-11	-6	3.8	-14	6	0	-5	-3
CN(C)c1ccc(N=Cc2nc(-c3ccccc3)oc2O)cc1	2	-5	-5	2.4	13	-5	7	1	1
CCn1cc(C(=O)NN)c(=O)c2cc(F)c(NC3CCCCC3)cc21	1	nt	nt	0.9	-4	1	-1	14	-4
COC(=O)c1sccc1NC(=S)N1CCC(C)CC1	-1	-9	-4	-0.4	22	-6	21	2	-4
CC(C)Oc1ccc(N2CC(C(=O)Nc3ccccn3)CC2=O)cc1 (stereo not given)	2	-10	-4	-0.1	-2	16	-9	-7	-5
O=C(Cn1cc(C(F)(F)F)ccc1=O)N/N=C/c1ccc(Cl)c(Cl)c1	5	-12	-5	1.0	-1	0	-4	-19	-5
COC(=O)c1c(NC(=O)CSc2nncs2)sc2c1CCCCC2	1	-12	-8	0.3	-15	-5	-9	4	-1
COC(=O)C1=C(C)N(CCCC(=O)O)C(=O)NC1c1cccc(Cl)c1Cl (stereo not given)	1	-8	1	0.1	-11	3	-5	0	-1
c1ccc(C[C@H]2CNCCN2CC2(c3ccccc3)CC2)cc1	1	-14	-2	0.4	-8	1	6	-4	-4

The closing seven records of the part above lead into the next.
SMILES	CHRM4 agonist	CHO parental Ca	OXTR potentiate	CHO-K1 Ca ag	CHO-K1 Ca antag	M1 PAM	M1 antag	CHRM4 antagonist	CHRM1 agonist
CCn1cc(C(=O)NN)c(=O)c2cc(F)c(NC3CCCCC3)cc21	1	nt	nt	0.9	-4	1	-1	14	-4
COC(=O)c1sccc1NC(=S)N1CCC(C)CC1	-1	-9	-4	-0.4	22	-6	21	2	-4
CC(C)Oc1ccc(N2CC(C(=O)Nc3ccccn3)CC2=O)cc1 (stereo not given)	2	-10	-4	-0.1	-2	16	-9	-7	-5
O=C(Cn1cc(C(F)(F)F)ccc1=O)N/N=C/c1ccc(Cl)c(Cl)c1	5	-12	-5	1.0	-1	0	-4	-19	-5
COC(=O)c1c(NC(=O)CSc2nncs2)sc2c1CCCCC2	1	-12	-8	0.3	-15	-5	-9	4	-1
COC(=O)C1=C(C)N(CCCC(=O)O)C(=O)NC1c1cccc(Cl)c1Cl (stereo not given)	1	-8	1	0.1	-11	3	-5	0	-1
c1ccc(C[C@H]2CNCCN2CC2(c3ccccc3)CC2)cc1	1	-14	-2	0.4	-8	1	6	-4	-4
Cc1ccc2c(c1)c1c(n2CC(O)Cn2c(C)nc3ccccc32)C(=O)CCC1 (stereo not given)	6	-11	-10	1.7	-3	2	3	2	-1
CCOc1ccc(C(=O)NCC(=O)N2CC=C(c3ccccc3)CC2)cc1OCC	1	-35	0	-0.3	11	-5	9	-11	-6
CCc1nnc(NC(=O)CS(=O)(=O)Cc2ccccc2)s1	1	-7	0	0.5	-25	2	-1	-10	-10
CCOC(=O)CCSc1nc2c(c(C(F)(F)F)c1C#N)CCC2	-3	-21	-6	0.2	-8	-9	2	3	-9
CC(=O)c1ccc(N2CCN(C(=O)c3cc(-c4ccncc4)nc4ccc(Cl)cc34)CC2)cc1	15	-11	-5	3.6	6	5	5	-1	0
OC[C@@H]1CN(Cc2ccc(-c3ccccc3)cc2)C[C@H](n2cnc3c(NCc4ccco4)ncnc32)O1	24	nt	nt	7.6	25*	1	19	29*	6
O=C1CCc2ccccc2O1	0	-4	-5	0.2	2	-7	12	2	-3
Cc1cccc(C(=O)OCC(=O)NNC(=O)c2cccs2)c1O	1	-3	-7	0.6	-4	6	-12	-5	-3
NC(=O)C1(N2CCCCC2)CCN(C(=O)CCCn2c(=O)[nH]c3ccsc3c2=O)CC1	1	4	-4	0.3	-4	3	1	15	-7
CC(=NCCc1ccccc1)C1=C(O)CCC1=O	2	-9	0	0.1	-12	13	-2	-8	4
CC(C)C(NS(=O)(=O)c1cccs1)C(=O)NCc1ccccc1 (stereo not given)	-1	-15	6	1.7	-8	13	-10	9	-8
O=C(NC1CCCC1)C(c1ccc(F)cc1)N(Cc1ccccc1Cl)C(=O)CCl (stereo not given)	2	-8	-6	0.4	1	18	-18	13	-6
COc1ccc(OS(=O)(=O)c2c(C)noc2C)cc1	16	1	2	4.4	-1	-15	34	20	-3
COc1ccc(Nc2nc3ccccc3s2)cc1	1	-2	-5	0.1	7	-1	-2	2	-12
O=S(=O)(c1cccc(F)c1)N1CCN(c2ncnc3scc(-c4ccc(F)cc4)c23)CC1	-1	-6	-3	-0.4	6	-3	4	2	0
N#Cc1ccccc1OCC(=O)NC(=O)NCc1ccccc1	0	-2	-10	0.7	-11	14	-1	3	-10
CCn1c(=O)c2sccc2n2c(CCCC(=O)NCc3cccnc3)nnc12	2	-1	-11	0.3	-25	7	-7	-25	-3
COc1ccc(C2c3ccc4ccccc4c3Oc3ncn(CCN(C)C)c(=N)c32)cc1 (stereo not given)	3	-12	-13	4.8	-8	2	-4	7	-5
CSc1ccccc1NC(=O)C1C2CCC(C2)C1C(=O)O (stereo not given)	0	-17	-6	0.0	-3	10	4	3	-7
Cc1ccc(/C=C/C(=O)N2CCN(Cc3ccccc3)CC2)o1	1	-10	-5	6.9	7	-5	15	-3	-7
CC(c1ccco1)N(C(=O)c1cc(Cl)cc(Cl)c1)c1ccccn1 (stereo not given)	-2	-17	-1	-0.3	-19	2	4	3	-6
COc1ccc2nc(Nc3nc4cc5c(cc4s3)OCO5)sc2c1	1	-23	-8	-0.3	15	-1	7	-2	-2
CC(C)CCN1C(=O)C2(OCCCO2)c2cc(Cl)ccc21	-2	-32	-12	0.5	-2	6	-11	1	-3
O=C(CN1CCN(C(=O)c2ccco2)CC1)Nc1cccc([N+](=O)[O-])c1	2	-5	-2	1.6	-12	8	-12	0	-3
Cc1ccc(C(=O)NCC(=O)Nc2ccc3c(c2)CCC3)cc1	0	-1	-3	-0.8	-1	-4	8	8	-4
New compounds follow.
SMILES	CHRM4 agonist	CHO parental Ca	OXTR potentiate	CHO-K1 Ca ag	CHO-K1 Ca antag	M1 PAM	M1 antag	CHRM4 antagonist	CHRM1 agonist
Cc1cc(C)cc(C(=O)NCC(=O)NNC(=O)CSc2ccccc2F)c1	-1	-16	-8	-0.5	-13	16	-16	-7	-2
Cc1ccc(NC(=O)N(Cc2ccco2)C(C)c2ccco2)cc1C (stereo not given)	2	-15	-3	4.3	-26	-4	-14	1	-2
CCOC(=O)C1(CCc2ccccc2)CCN(C(=O)Cc2nonc2C)CC1	3	-6	-14	1.9	-23	5	1	-23	-5
COc1ccc(S(=O)(=O)N(C)C[C@H]2Oc3ccc(NC(=O)Cc4cn(C)c5ccccc45)cc3C(=O)N([C@@H](C)CO)C[C@@H]2C)cc1	2	-17	-8	0.5	-14	8	-8	0	-6
Cc1cc(C(=O)COC(=O)CC2Sc3ccccc3NC2=O)c(C)n1-c1cccc(C(F)(F)F)c1 (stereo not given)	2	-10	-10	3.2	6	-3	2	-3	-8
CCC(C)NS(=O)(=O)c1ccc(NC(=O)C2CCN(C(=O)c3ccco3)CC2)cc1 (stereo not given)	1	8	-6	2.6	-16	11	-8	2	-6
Cc1noc(C)c1C(=O)Nc1sc(C)c(-c2ccccc2)c1C#N	2	-3	-6	1.2	-30	5	-10	4	0
CCc1nnc(NS(=O)(=O)c2ccc(NC(=O)c3ccco3)cc2)s1	0	-10	1	0.3	3	11	-10	-7	0
O=C(CN1C(=O)NC2(CCCCCC2)C1=O)NCCc1ccccc1	2	-14	3	0.9	-22	8	-1	-5	-4
CC(C)NC(=O)N(C)C[C@H]1OCc2cnnn2CCCC(=O)N([C@@H](C)CO)C[C@H]1C	2	nt	nt	0.9	-7	4	-8	-9	-3

Three entries out of the list above, arranged by their value in M1 PAM, rising.
canonical_smiles | CHRM4 agonist | OXTR potentiate | M1 PAM | M1 antag | CHRM4 antagonist | CHRM1 agonist
Cc1ccc(NC(=O)N(Cc2ccco2)C(C)c2ccco2)cc1C (stereo not given) | 2 | -3 | -4 | -14 | 1 | -2
Cc1cc(C(=O)COC(=O)CC2Sc3ccccc3NC2=O)c(C)n1-c1cccc(C(F)(F)F)c1 (stereo not given) | 2 | -10 | -3 | 2 | -3 | -8
CCc1nnc(NS(=O)(=O)c2ccc(NC(=O)c3ccco3)cc2)s1 | 0 | 1 | 11 | -10 | -7 | 0

Compound activity: PubChem, The Scripps Research Institute Molecular Screening Center
